Source: PubChem (Milwaukee Institute for Drug Discovery)
HCV NS3h FP: HCV NS3 helicase inhibitors, primary screen, biochemical, fluorescence polarization, ChemBridge library. Hepatitis C virus NS3 helicase. NS3h Cy5-dT15 DNA binding. inhibition, % at 100 µM. 16,000 tested, 1.6% active;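 active = inhibition above the average over every tested compound plus 3 SD, cut at about 40% in these data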
Cy5 interf NS3h: Cy5 fluorescence quenchers or enhancers, artefact control for HCV NS3 helicase inhibitor project, biochemical, ChemBridge library, Cy5 readout; fluorescence interference ratio at 100 µM; AID 720488, 2013; 16,000 tested, 6% active; Cy5-dT15 DNA with NS3h, fluorescence interference; actives lie on both sides; signal over control mean, under 1 quenches;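 active = compound fluorescence over control fluorescence at most 0.8, a quencher, or at least a set upper limit, an enhancer; inactive = ratio between 0.8 and the set upper limit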
* hit, by the source's call; & = joins results of further samples.

Cy5 interf NS3h	HCV NS3h FP	Structure
0.85	11	CCCCCCCNc1nc(OC)nc(N2CCCCC2)n1
1.1	0	COc1ccc(C(=O)n2c(C)nc3ccccc32)cc1[N+](=O)[O-]
0.91	-2	COc1ccc(CN2CCN(C(=O)c3cccs3)CC2)cc1Br
0.94	-4	O=c1[nH]c(=O)n(-c2cccc(Br)c2)c(O)c1C=C1C=Nc2ccccc21
0.99	14	Clc1ccc(N2COc3ccc4ccccc4c3C2)cc1
0.68*	16	CCOC(=O)c1cccc(NC(=O)c2ccco2)c1
0.69*	1	COc1ccc(Br)cc1/C=C1/SC(=S)N(Cc2ccccc2)C1=O
0.81	17	COc1ccc(-c2cn3cccc(C)c3n2)cc1Br
1	1	C/C(Cn1nnc([N+](=O)[O-])n1)=N/NC(=O)c1ccc(O)cc1
1.1	1	NC(=O)C1CCN(C(=O)COc2ccccc2)CC1
0.99	4	O=C(CN(Cc1ccccc1)S(=O)(=O)c1ccccc1)NCc1ccncc1
1	21	Cc1ccc(N2C(=O)c3ccccc3NC2c2cccc(O)c2)cc1 (stereo not given)
0.93	8	CC1=NC(c2ccccc2)(c2ccccc2)c2ccccc2O1
1.1	4	Cc1ccc(NC(=O)C2CC(=O)N=C(N)S2)cc1Cl (stereo not given)
1	12	CCOc1ccc(C(=O)Nc2cccc(NC(=O)c3ccc(F)cc3)c2)cc1
0.76*	16	COc1cc(/C=C2/SC(=S)NC2=O)ccc1OC(=O)c1cccc(Br)c1
1.1	-6	O=C(NC(=S)Nc1ccc(O)c(-c2nc3ccccc3o2)c1)c1ccco1
1	-2	CSc1nccn1CC(=O)Nc1ccccc1
0.91	13	CC(=O)Oc1ccc(-c2cccc(C(=O)NC(C)(C)C)c2)cc1
0.98	10	O=C(Nc1nc(-c2ccccc2)c(-c2ccccc2)s1)c1ccc(S(=O)(=O)N2CCCC2)cc1

Further records:
Cy5 interf NS3h	HCV NS3h FP	Structure
1	55*	O=C1C=CC(=O)N1c1cccc(Cl)c1
0.91	-24	CCCS(=O)(=O)C(=C(Nc1ccc(OC)cc1)Nc1ccc(OC)cc1)S(=O)(=O)CCC
1	4	CC(C)(C)C(=O)Oc1ccc2c(=O)c(Oc3ccccc3Br)coc2c1
1	3	O=C(Nc1ccccc1CO)c1ccc(F)cc1
1.1	14	O=S(=O)(Nc1ccc(OC(F)F)cc1)c1cccs1
0.98	5	CCOc1ccc(C2(C)C(=O)N(CN3CCOCC3)C(=O)N2CN2CCOCC2)cc1 (stereo not given)
0.98	1	CC1=C(C(=O)OCC2CCCO2)C(c2coc3ccccc3c2=O)C2=C(CCCC2=O)N1 (stereo not given)
0.53*	6	CC(=O)C(C(C)=O)C1=CC(=O)C(=O)c2ccccc21
1.2*	18	COc1cc(/C=c2\sc3nc4ccccc4n3c2=O)ccc1OS(=O)(=O)c1ccccc1[N+](=O)[O-]
1	-3	COc1ccc(OC(C)C(=O)Nc2ccc(N(C)C)cc2)cc1 (stereo not given)
0.97	17	COc1ccc(C2CC(c3cccs3)=NN2c2ccc(C=O)cc2)cc1 (stereo not given)
1.1	-3	Cc1ccc(N(CC(=O)Nc2c(C)cccc2C)S(=O)(=O)c2ccc(F)cc2)cc1
1	-5	CC1(C)CC(=O)c2c(oc3c(Br)cc(NS(=O)(=O)c4ccccc4)cc23)C1
1	9	COc1ccc(C(=O)CSc2nnc(COc3ccc(Cl)cc3Cl)o2)cc1
1	-14	CC(C)CNC(=O)NC1C(NC(=O)NCC(C)C)N(C)C(=O)N1C (stereo not given)
0.96	11	CC(C(=O)N1c2ccccc2CCc2ccccc21)N1C(=O)c2ccccc2C1=O (stereo not given)
0.99	10	O=C(Cc1ccc(Cl)cc1)Nc1ccc2c(c1)OCO2
0.97	9	Cc1cccc(NC(=O)CC(c2ccccc2)c2ccccc2)n1
0.96	7	CCOC(=O)C(CCOCCOc1ccc(Cl)cc1C)C(=O)OCC
0.93	2	CN(C)c1nc(N(C)C)nc(N2CC(=O)N(N)C2=N)n1

3 entries out of the list above, ordered by their value in Cy5 interf NS3h, descending.
structure | Cy5 interf NS3h
CCOc1ccc(C2(C)C(=O)N(CN3CCOCC3)C(=O)N2CN2CCOCC2)cc1 (stereo not given) | 0.98
COc1ccc(C2CC(c3cccs3)=NN2c2ccc(C=O)cc2)cc1 (stereo not given) | 0.97
CN(C)c1nc(N(C)C)nc(N2CC(=O)N(N)C2=N)n1 | 0.93

(next part)
Cy5 interf NS3h	HCV NS3h FP	Structure
1	21	Cc1ccc(NC(=O)c2ccc3c(c2)OCCO3)c([N+](=O)[O-])c1
0.91	-1	CCOc1ccc(-n2c(CN3C(=O)c4ccccc4C3=O)nc3ccccc3c2=O)cc1
0.93	2	CC1=C(C(=O)Nc2ccc(C)cc2)C(c2ccccc2Br)NC(=S)N1 (stereo not given)
1.2	7	Cc1ccc2ncnc(Nc3ccccc3Cl)c2c1
1	17	O=C(c1ccc2ccccc2c1)N1CCN(c2ccc([N+](=O)[O-])cc2)CC1
0.86	12	CC(C)c1ccc(CNC(=O)CSc2nc3ccccc3o2)cc1
1.1	9	O=C(/C=C/c1ccccc1)Nc1nnc(C2CCCC2)s1
1.1	4	COc1ccccc1N1CCN(C(=O)CN(c2ccc(C)cc2)S(C)(=O)=O)CC1
0.94	12	Cc1ccccc1OCC(=O)Nc1ccc(Cl)cc1C(F)(F)F
0.63*	11&-5	O=C1N=c2ccccc2=C1c1sc(Nc2ccc(O)cc2)nc1O
1.1	4	CC(C)C(C#CC(O)(c1ccccc1)c1ccccc1)N(C)C (stereo not given)
1.1	7	O=C(Nc1ccccc1F)c1cc2cc([N+](=O)[O-])ccc2oc1=O
0.9	12	CCCC(O)=C1C(=O)CC(C)(C)CC1=NCCCCCCN=C1CC(C)(C)CC(=O)C1=C(O)CCC
0.5*	25	O=S(=O)(c1cc(Cl)cc(Cl)c1O)c1cc(Cl)cc(Cl)c1O
1	-11	N/C(=N/OC(=O)C(c1ccccc1)c1ccccc1)c1ccccn1
1	5	CCCC(=O)Nc1nnc(COc2ccc(C)c(C)c2)s1
1.2	13	CC(C(=O)N1CCOCC1)N1C(=O)c2cccc3cccc(c23)C1=O (stereo not given)
0.94	12	COc1ccc(/C=C(\NC(=O)c2ccc([N+](=O)[O-])cc2)C(=O)NCCN2CCOCC2)cc1
0.97	-6	Cc1ccc(-n2nc3cc(C)c(NC(=O)/C=C\c4ccco4)cc3n2)cc1
1	-7	Cc1ccc2nc(NC(=S)NC(=O)c3ccc(Cl)cc3)sc2c1

Profiles from above. Order of screens: Cy5 interf NS3h, HCV NS3h FP
CCOc1ccc(-n2c(CN3C(=O)c4ccccc4C3=O)nc3ccccc3c2=O)cc1 in the list: 0.91, -1
CCCC(=O)Nc1nnc(COc2ccc(C)c(C)c2)s1 in the list: 1, 5
Cc1ccccc1OCC(=O)Nc1ccc(Cl)cc1C(F)(F)F in the list: 0.94, 12
O=C(c1ccc2ccccc2c1)N1CCN(c2ccc([N+](=O)[O-])cc2)CC1 in the list: 1, 17
CC(C(=O)N1CCOCC1)N1C(=O)c2cccc3cccc(c23)C1=O (stereo not given) in the list: 1.2, 13

(next part)
Cy5 interf NS3h	HCV NS3h FP	Structure
0.87	4	Cc1nc2[nH]onc2c2nccc(=O)c12
1.1	-4	Cc1cc(C(=O)N/N=C\c2ccc(-c3ccc(Cl)c(Cl)c3)o2)n[nH]1
1.1	49*	COc1ccc(C(=O)Oc2ccc3oc(=O)cc(C)c3c2)cc1OC
1	3	COc1ccc(OC(C)C(=O)Nc2cccc(OC)c2)cc1 (stereo not given)
1.1	0	CCC(C)c1ccc(NC(=O)c2ccc([N+](=O)[O-])cc2)cc1 (stereo not given)
0.96	2	CCOc1cc(C=O)ccc1OCc1ccccc1
0.94	1	C/C(=N/N=C1\NC(=O)C(CC(=O)Nc2cccc(C)c2C)S1)C(C)(C)C (stereo not given)
1	1	O=c1[nH]c2ccccc2c(O)c1-c1ccccc1[N+](=O)[O-]
1.2*	10	O=C1NC(=S)N(c2ccccc2)C(=O)/C1=C/c1ccc(O)c(Cl)c1
1.1	6	CC(C)(C)c1ccc(Oc2coc3cc(O)ccc3c2=O)cc1
0.93	12	COc1ccc(Cl)cc1C(=O)Nc1ccc(Nc2ccccc2)cc1
1.1	-1	O=C(NC(=S)Nc1ccc(Br)cn1)c1ccc(Cl)cc1
0.99	17	O=C(NC(=S)Nc1ccc2oc(-c3ccc(Cl)cc3)nc2c1)c1ccccc1
1	3	Cc1cc(NC(=O)/C=C/C(=O)O)ccc1NC(=O)c1cccs1
1	3	COc1cc(/C=c2\sc3nc4ccccc4n3c2=O)cc(Br)c1OCc1ccccc1F
1	4	CNC(=O)CN(c1cccc(OC)c1)S(=O)(=O)c1ccccc1
0.96	6	CCOC(=O)C(CCOc1cc(C)cc(C)c1C)C(=O)OCC
1	4	COc1cc(C=Nc2ccc(-c3ccc(N=Cc4ccc(OC(C)=O)c(OC)c4)c(C)c3)cc2C)ccc1OC(C)=O
0.89	-14	CC(C)CC1CC(C)(C(=O)CSc2n[nH]c(-c3ccccc3)n2)OC1=O (stereo not given)
1.1	0	CCCOc1ccc(C(=S)N2CCN(c3cccc(Cl)c3)CC2)cc1

Next part
Cy5 interf NS3h	HCV NS3h FP	Structure
0.8*	29	Cc1ccc(N=Cc2ccc([N+](=O)[O-])s2)c(C)c1
0.92	12	Cc1ccc(/C=C(\NC(=O)c2ccc(C)cc2)C(=O)NC(C)C)cc1
1.1	3	COc1c(F)c(F)c(-c2c(F)c(F)c(OC)c(F)c2F)c(F)c1F
0.69*	14	O=C1CC(c2ccccc2)CC2=C1C(c1cccc([N+](=O)[O-])c1)Nc1ccc(C(=O)c3ccccc3)cc1N2 (stereo not given)
1.1	5	CCOC(=O)c1cnc2cc(-c3ccc(C)cc3)[nH]n2c1=O
0.93	3	CCCCOc1ccc(NCN2C(=O)c3ccccc3C2=O)cc1
1	-1	O=C(CSc1nsc(SCC(=O)Nc2ccccc2F)n1)Nc1ccccc1F
1	11	O=C(Cc1nnc(NC(=O)Nc2ccccc2)s1)Nc1ccccc1
0.67*	27	O=C(c1cc(F)c(F)cc1Cl)N1CCN(c2ccc([N+](=O)[O-])c(N3CCCC3)c2)CC1
1.2	3	Cc1ccc(N2C(=O)CC(N3CCCC3)C2=O)cc1 (stereo not given)
0.98	8	CCN(CC)c1ccc(/C=C2\C(=O)NC(=S)N(c3cccc(Br)c3)C2=O)o1
0.96	-6	OC12CCCCC1C1(O)CCCCC1C1(CCCCC1)O2 (stereo not given)
0.97	23	Cc1ccc(N(CC(=O)Nc2ccccc2F)S(=O)(=O)c2ccccc2)c(C)c1
0.88	-3	CC(=O)c1ccc(NC(=O)c2ccc(-c3cccc(Cl)c3C)o2)cc1
1	-2	O=C(O)C1CN(S(=O)(=O)c2ccccc2)CCN1S(=O)(=O)c1ccccc1 (stereo not given)
0.99	-6	C=C(C)Cn1c(SCC(=O)O)nnc1-c1ccc(OC)cc1
0.66*	15	O=C(NC(c1ccccc1)c1ccccc1)C(=O)c1c[nH]c2ccccc12
1.2*	15	Cc1cc(/C=C2\C(=O)NC(=S)N(c3ccccc3)C2=O)c(C)n1-c1cccnc1
1	-2	O=C1c2ccc3c4c(ccc(c24)C(=O)N1Cc1ccco1)CC3
0.82	26	O=C(Nc1ccc(Nc2ccccc2)cc1)c1cccc(F)c1

The last 3 compounds of the section above lead into the next:
Cy5 interf NS3h	HCV NS3h FP	Structure
1.2*	15	Cc1cc(/C=C2\C(=O)NC(=S)N(c3ccccc3)C2=O)c(C)n1-c1cccnc1
1	-2	O=C1c2ccc3c4c(ccc(c24)C(=O)N1Cc1ccco1)CC3
0.82	26	O=C(Nc1ccc(Nc2ccccc2)cc1)c1cccc(F)c1
0.66*	18	CCOC(=O)c1ccc(NC(=O)c2ccccc2OC)cc1
0.68*	15	Cc1ccc(/C=C2/C=C(c3ccc(Br)cc3)OC2=O)o1
0.92	29	O=C1NC(=O)N(c2ccccc2Cl)C(=O)C1=Cc1ccc2c(c1)OCO2
1.1	-4	O=C(c1ccc(F)cc1)N1CCN(c2cc(N3CCOCC3)c(F)cc2[N+](=O)[O-])CC1
0.97	-9	N#Cc1c(N)[nH]c(=S)c(C#N)c1-c1cccc(F)c1
1.1	5	CCOc1cc(/C=C2/SC(=S)N(C)C2=O)cc(Cl)c1OCCOc1ccccc1C
1.1	2	Cc1nc2nc[nH]n2c(=O)c1Cc1ccccc1
0.96	3	COc1ccc(/C=C/C(=O)NCc2ccccn2)cc1OC
0.9	1	O=C(NC1CCCCC1Cc1ccco1)c1cccc2ccccc12 (stereo not given)

Some values from the results shown.
CCOc1cc(/C=C2/SC(=S)N(C)C2=O)cc(Cl)c1OCCOc1ccccc1C in HCV NS3h FP is listed with 5
O=C(c1ccc(F)cc1)N1CCN(c2cc(N3CCOCC3)c(F)cc2[N+](=O)[O-])CC1 in HCV NS3h FP is listed with -4
N#Cc1c(N)[nH]c(=S)c(C#N)c1-c1cccc(F)c1 in Cy5 interf NS3h is listed with 0.97
Cc1nc2nc[nH]n2c(=O)c1Cc1ccccc1 in Cy5 interf NS3h is listed with 1.1
CCOC(=O)c1ccc(NC(=O)c2ccccc2OC)cc1 in Cy5 interf NS3h is listed with 0.66*
COc1ccc(/C=C/C(=O)NCc2ccccn2)cc1OC in HCV NS3h FP is listed with 3
O=C1NC(=O)N(c2ccccc2Cl)C(=O)C1=Cc1ccc2c(c1)OCO2 in Cy5 interf NS3h is listed with 0.92
